Screening results as filed in PubChem BioAssay.
CF NFkB inh – blocks PAF-induced NF-kB reporter in cystic fibrosis cells. KKLEB NF-kB-GFP reporter, GFP fluorescence overnight. inhibition, % at 5 µM. hit rate 0.86% among 360,000. AID 588850;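 active means at least 50% inhibition at 5 µM, scaled per plate between neutral and stimulator controls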;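 further: PAF is a Pseudomonas aeruginosa culture filtrate used as stimulus; plate controls were PAF-stimulated DMSO wells for no effect and unstimulated DMSO wells for full effect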
C8 TRAIL sens – caspase-8 TRAIL sensitization; hit rate 1% among 360,000; NB7+C8 cells + TRAIL, ATPlite viability luminescence; inhibition (viability loss, TRAIL sensitization), % at 10 µM;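 active means compounds causing at least 50% loss of cell viability in the single-dose screen, relative to plate controls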
COUP-TFII inh – inhibitors of human COUP-TFII (NR2F2) | P24468 | HEK293T NGFI-A luciferase reporter, luminescence | inhibition, % at 8.6 µM | hit rate 0.7% among 370,000;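 active means inhibition above a per-plate cutoff, mean inhibition of test wells between control levels plus 3 SD, cut at about 38% in these data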;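 further: cells cotransfected with COUP-TFII expression vector driving the NGFI-A reporter; 0% = median of COUP-TF2 test wells and 100% = reporter-only cells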
SRC3 inh – inhibits human SRC3 coactivator. Q9Y6Q9. HEK293 GAL4-SRC3 luciferase reporter, luminescence. inhibition, % at 3.6 µM. hit rate 0.17% among 360,000;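 active means inhibition above a per-campaign cutoff, the mean of all compounds plus 3 SD, cut at about 60% in these data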;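 further: 0% = DMSO-treated cells and 100% = gossypol-treated cells at 36 µM; higher means less SRC3-driven luciferase light from the GAL4 reporter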
NR5A2 inv ag – NR5A2 inverse agonism in reporter assay; HEK293T StAR-luciferase reporter, LRH-1 transfected, 24 h; hit rate 0.13% among 360,000; inhibition, % at 3.6 µM; O00482;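 active means inhibition above the mean inhibition of all tested compounds plus 3 SD, cut at about 73% in these data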;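 further: 0% = DMSO wells and 100% = reporter-only cells lacking LRH-1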
TWEAK Fn14 block – inhibitors of TWEAK-Fn14 interaction signaling | hit rate 2% among 360,000 | TWEAK-stimulated Fn14 reporter cells, luciferase luminescence, 8 h | inhibition, % at 10 µM | AID 1159606; in the data active means inhibition above about 50%
NCOA1 inh – inhibitors of human steroid receptor coactivator 1 (SRC1) | hit rate 0.12% among 360,000 | Q15788 | HEK293 GAL4-SRC1 luciferase reporter, luminescence | inhibition, % at 3.6 µM;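 active means inhibition above the campaign mean plus 3 SD, with each screening campaign given its own cutoff, cut at about 60% in these data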;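 further: 0% = DMSO treated cells and 100% = gossypol at 36 µM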
TROY NFkB inh – blocks TROY-dependent signaling in reporter cells. inhibition, % at 10 µM. hit rate 0.98% among 360,000. Q293 LMP1-TROYcd NF-kB luciferase reporter, 4 h;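 active means compounds whose plate-normalised and pattern-corrected inhibition of the luciferase reporter signal at the single screening dose is 50% or more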
EBV LMP1 NFkB – inhibitors of Epstein-Barr LMP1-induced NF-kappaB reporter; LMP1-induced NF-kappaB luciferase reporter cells, luminescence; inhibition, % at 12.5 µM; hit rate 0.69% among 350,000; AID 504558; in the data active means inhibition above about 41%;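 further: 0% = neutral control wells and 100% = reference inhibitor control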
KKLEB cytotox – counter-screen for CF NF-kB inhibitors: cytotoxicity; KKLEB CF airway cells viability, ATPlite luminescence, overnight; hits give low values; cells stimulated with P. aeruginosa culture filtrate; activity change (cytotoxicity), % at 5 µM; hit rate 0.36% among 360,000;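 active means corrected activity change at or below -50% at 5 µM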
NCOA2 inhibitor – inhibits human steroid receptor coactivator 2. Q15596. HEK293 GAL4-SRC2 luciferase reporter, luminescence. inhibition, % at 9 µM. hit rate 0.17% among 370,000. AID 651957;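 active means inhibition above the mean inhibition of all tested compounds plus 3 SD, set per campaign, cut at about 52% in these data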;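 further: 0% = DMSO treated cells and 100% = cells given Gossypol at 36 µM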
Target sequence (Q15596 whole entry, looked up, the tested form may be a part): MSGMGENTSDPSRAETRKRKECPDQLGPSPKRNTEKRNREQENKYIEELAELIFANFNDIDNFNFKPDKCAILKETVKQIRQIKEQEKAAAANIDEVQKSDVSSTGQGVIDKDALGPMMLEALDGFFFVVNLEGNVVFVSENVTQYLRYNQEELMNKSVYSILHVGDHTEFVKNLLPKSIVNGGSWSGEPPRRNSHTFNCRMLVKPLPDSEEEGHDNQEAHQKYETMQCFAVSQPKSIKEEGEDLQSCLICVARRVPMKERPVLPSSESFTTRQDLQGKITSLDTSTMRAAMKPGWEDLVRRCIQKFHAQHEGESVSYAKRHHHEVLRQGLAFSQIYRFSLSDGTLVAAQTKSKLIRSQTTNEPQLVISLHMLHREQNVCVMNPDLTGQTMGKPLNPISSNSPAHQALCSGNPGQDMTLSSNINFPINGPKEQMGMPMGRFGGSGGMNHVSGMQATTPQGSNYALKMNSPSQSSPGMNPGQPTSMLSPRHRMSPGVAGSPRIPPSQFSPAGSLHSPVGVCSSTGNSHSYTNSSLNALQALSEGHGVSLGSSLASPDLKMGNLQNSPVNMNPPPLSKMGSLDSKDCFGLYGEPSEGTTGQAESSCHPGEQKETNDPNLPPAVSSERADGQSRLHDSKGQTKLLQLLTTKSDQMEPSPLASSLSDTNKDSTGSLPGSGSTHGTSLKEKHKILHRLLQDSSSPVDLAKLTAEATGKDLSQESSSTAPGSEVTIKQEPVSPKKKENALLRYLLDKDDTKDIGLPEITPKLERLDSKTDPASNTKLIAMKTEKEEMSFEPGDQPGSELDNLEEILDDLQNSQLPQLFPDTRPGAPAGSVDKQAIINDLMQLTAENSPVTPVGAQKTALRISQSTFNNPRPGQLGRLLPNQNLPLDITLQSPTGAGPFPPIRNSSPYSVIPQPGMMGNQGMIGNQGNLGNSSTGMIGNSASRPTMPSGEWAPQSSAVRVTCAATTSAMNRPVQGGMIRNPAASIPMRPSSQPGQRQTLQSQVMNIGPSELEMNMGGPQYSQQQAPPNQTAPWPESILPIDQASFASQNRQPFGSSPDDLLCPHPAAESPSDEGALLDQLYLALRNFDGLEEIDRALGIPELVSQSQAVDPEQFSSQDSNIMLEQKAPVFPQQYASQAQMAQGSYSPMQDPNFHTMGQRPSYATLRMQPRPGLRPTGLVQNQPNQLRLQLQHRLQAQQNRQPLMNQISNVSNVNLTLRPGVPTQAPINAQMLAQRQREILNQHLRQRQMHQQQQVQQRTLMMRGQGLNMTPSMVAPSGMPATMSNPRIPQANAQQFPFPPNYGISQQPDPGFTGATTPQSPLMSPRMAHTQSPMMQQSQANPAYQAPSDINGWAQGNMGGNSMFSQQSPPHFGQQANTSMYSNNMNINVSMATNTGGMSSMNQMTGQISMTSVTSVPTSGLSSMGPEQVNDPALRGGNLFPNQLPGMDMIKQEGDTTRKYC
Starred values were filed as active, the others as inactive; · = no result given. Hits appear at their usual frequency; about 4.2% have a hit in one of these screens.

SMILES,CF NFkB inh,C8 TRAIL sens,COUP-TFII inh,SRC3 inh,NR5A2 inv ag,TWEAK Fn14 block,NCOA1 inh,TROY NFkB inh,EBV LMP1 NFkB,KKLEB cytotox,NCOA2 inhibitor
CN(CCCNC(=O)c1ccc(N2CCCC2=O)cc1)c1ccccc1,-1.8,-0.4,-1.4,-0.8,-0.8,-12.8,-29.7,5.3,0.5,1.7,-15.0
O=C1CC(Sc2ncn[nH]2)C(=O)N1c1ccccc1 (stereo unspecified),4.1,11.0,24.7,12.7,-25.0,-1.3,13.9,4.8,0.7,6.8,24.9
CCOC(=O)c1ccc(Oc2c(C)oc3cc(OS(C)(=O)=O)ccc3c2=O)cc1,7.4,-9.5,14.2,-28.9,-12.2,2.6,-4.8,17.4,-0.1,0.8,-15.2
O=C(NCc1ccco1)c1ccc(F)c(S(=O)(=O)N2CCCCC2)c1,6.4,-0.5,10.4,2.8,-31.4,-3.5,16.1,-39.3,2.9,-0.6,-18.1
CCOCCCNC(=O)N[C@@H](Cc1ccccc1)C(=O)OC,2.0,3.4,2.6,12.3,15.5,0.4,-9.3,1.7,-1.3,-3.3,-9.2
CCc1nnc(NC(=O)c2c(O)c3c([nH]c2=O)CCCC3)s1,0.8,-5.4,-0.6,-23.0,6.0,-5.6,-38.8,-14.9,-14.4,2.4,-3.6
Fc1ccccc1-c1n[nH]c(=S)n1CC1CCCO1 (stereo unspecified),5.9,-13.6,21.9,-4.6,3.2,13.7,-16.6,3.8,-8.4,-6.6,-13.4
COc1cc(/C=N/NC(=O)c2cccnc2)ccc1OCC(=O)Nc1c(C)cc(C)cc1C,-6.6,-2.6,0.5,-10.8,4.2,-16.8,-9.9,-14.5,5.2,6.4,21.4
COc1ccc(C2=NN3C(C2)c2ccccc2OC32C(=O)N(C)c3ccccc32)cc1 (stereo unspecified),-15.9,-0.4,-42.7,-63.2,-162.9,24.9,-112.0,-28.1,-31.1,22.9,-33.2
C=CC[C@H](CC(=O)NCCO)C(=O)N[C@@H](COC(=O)[C@H](CC=C)CC(=O)OC(C)(C)C)Cc1c[nH]c2ccccc12,12.8,0.1,-8.3,1.0,2.6,4.4,5.7,-4.8,3.9,13.9,-38.5
Cc1cccc(NC(=O)CN2C(=O)N/C(=C/c3cc(C)n(C(C)C)c3C)C2=O)c1,-4.3,16.4,5.4,-34.0,2.9,-6.6,-0.9,5.7,2.5,22.7,17.0
Nc1ncnc(Sc2ncccn2)c1[N+](=O)[O-],55.4*,-7.3,-4.5,-26.9,-9.0,71.2*,4.2,30.7,-56.9,-6.0,19.2
Cc1nn(C2CCCCC2)c(N)c1-c1ccccc1,-0.9,-5.2,2.4,-15.8,-20.1,-0.3,-26.8,-1.7,-3.2,-8.9,0.1
O=C(NCCCl)Nc1ccc(Cl)c([N+](=O)[O-])c1,3.3,1.0,0.1,9.0,-3.8,-13.7,-12.7,-33.3,10.6,1.1,-0.4
O=[N+]([O-])c1cccc(CN2CCN(c3cccc4[nH]ccc34)CC2)c1,0.8,-8.6,-2.3,-0.3,-1.0,-12.4,14.6,23.2,-7.2,0.6,-6.6
O=S(=O)(NOCc1ccc(Cl)cc1)c1ccc(Cl)cc1,-9.0,-2.8,-4.8,8.0,2.5,20.7,5.0,-2.9,3.6,13.2,-2.4
COC(=O)c1ccc(Cn2cnc3c(Cl)ncnc32)cc1,38.7,-5.8,9.4,-35.7,20.4,26.6,4.1,-12.2,3.7,3.7,7.0
COc1ccccc1/C=N/OC(=O)c1ccc(C)cc1,1.3,-14.9,-9.2,-16.7,5.1,-21.1,1.6,-29.2,-8.5,6.4,9.7
COc1cc(/C=N/NC(=O)CCn2nnc3ccccc32)ccc1O,-8.9,1.4,-7.5,7.6,3.6,-5.7,-40.0,5.4,5.1,-2.5,-25.1
Cc1cc(C)c(C(=O)/C=C/c2cccc3ccccc23)c(=O)[nH]1,44.4,-21.9,20.5,78.0*,55.1,94.8*,55.6,53.7*,58.5*,-26.5,66.3*
CC1CC(NC(=O)c2cnc3n(c2=O)CCS3)CC(C)(C)C1 (stereo unspecified),-13.2,-5.8,-3.0,3.2,7.6,9.4,-1.6,1.4,-1.8,23.5,3.6
COc1ccccc1C(=O)NCCC(=O)NC1=NCCS1,-23.6,-14.3,10.3,6.2,0.3,-5.3,-9.6,10.1,-2.8,12.4,18.3
O=C(CCN1C(=O)/C(=C/C=C/c2ccccc2)SC1=S)Nc1ccccn1,-3.1,30.4,4.6,-2.9,1.5,3.1,8.4,2.7,1.4,0.0,0.8
Cc1cc(C(=O)N2CCCC(N3CCN(c4cccc(C(F)(F)F)c4)CC3)C2)c(C)o1 (stereo unspecified),10.4,26.4,21.1,-2.0,-5.8,-1.9,-18.0,18.1,7.4,-13.1,16.6
O=C(CCn1c(=S)oc2ccccc21)Nc1cc([N+](=O)[O-])ccc1F,-0.5,-29.8,0.1,15.9,16.4,-26.6,-4.3,21.3,8.8,-6.1,-23.0
CC(=O)c1c(C)[nH]c(C(=O)OC(C)C(=O)NC2CCCCC2)c1C (stereo unspecified),-3.4,13.3,-3.3,10.7,-2.2,5.4,10.8,-1.4,-4.6,-2.8,-7.8
CCN(CC)S(=O)(=O)c1ccc(NC(=O)c2cnc(C)cn2)cc1,1.7,-3.8,12.5,0.3,3.9,6.2,8.8,-8.5,0.5,5.5,-9.3
N/C(Cc1cccs1)=N\OC(=O)COc1ccccc1Cl,-4.3,0.0,-39.1,-57.6,-87.2,-24.1,-99.0,-62.9,20.3,0.4,-61.5
COc1ccc(-n2nc(C(=O)NCC(=O)N3CCN(c4ccccc4F)CC3)c3ccccc3c2=O)cc1OC,-23.9,53.1*,11.0,-17.1,-15.6,-12.3,-38.3,-30.1,-15.2,-20.0,-22.5
CC(C)N1CCC(C)(C(=O)Nc2cc(-c3ccccc3)nn2C)C1 (stereo unspecified),-4.6,13.5,6.0,-10.0,-25.3,2.9,-16.1,5.9,·,-3.6,-8.0
O=c1c(C(c2ccccc2)c2c(O)nc3n(c2=O)CCS3)c(O)nc2n1CCS2,1.7,-4.7,-4.5,3.5,-1.7,-4.4,-11.6,-5.2,-2.4,-8.4,0.8
O=C(Nc1ccn(CCCN2CCN(c3ncccn3)CC2)c(=O)n1)OCc1ccccc1,-38.4,-8.7,-10.7,-8.0,-3.3,3.6,-10.4,-1.3,11.3,13.5,-3.5
O=C(NCc1ccccc1)N1CCn2c(nc3ccccc32)C1,-0.7,-9.5,-5.6,-3.3,-21.4,-8.3,-9.1,-12.6,-11.5,2.7,-30.2
O=C(NCCc1ccc(Cl)cc1)c1cccnc1,16.2,-14.8,-1.5,-8.8,-29.8,-9.2,-32.7,-7.0,29.6,-10.6,-43.8
Cc1cnc(C(=O)OCC(=O)Nc2ccc(C)c(S(=O)(=O)N3CCOCC3)c2)cn1,12.0,18.0,-7.6,6.0,-2.3,0.3,-2.8,4.2,5.2,-1.9,18.0
Cc1cc(C)cc(N(CC(=O)N2CCC(C)CC2)S(C)(=O)=O)c1,-1.5,-17.4,6.5,13.1,-2.2,-23.3,-8.8,16.7,-0.2,-5.2,13.6
CCCc1nnc(NC(=O)Cn2cnc3ccccc3c2=O)s1,-13.0,6.5,16.6,18.2,15.9,4.1,4.4,16.4,-17.3,4.1,-12.1
CCN(CC)C(=N)N1c2ccccc2CCC1C (stereo unspecified),-3.6,0.8,9.4,8.3,11.4,5.3,7.3,7.6,3.4,0.8,1.7
Cc1nn(C)c(Oc2cccc(C(F)(F)F)c2)c1C=O,-7.8,4.3,-3.7,-1.2,3.4,0.0,8.0,-3.5,-17.1,10.8,-19.6
O=c1cc(CCc2ccccc2)[nH]c(=O)[nH]1,10.0,-2.3,-8.5,-3.5,-25.4,8.4,-11.3,9.5,·,-7.9,22.8
COc1ccc(NC(=O)c2cc(S(=O)(=O)N(Cc3ccccc3)c3ccccc3)ccc2Cl)cn1,3.3,-0.7,24.7,10.8,15.5,6.9,-7.5,3.9,1.3,-8.1,-8.4
CCN(CC)CCNC(=O)Cn1cnc2sc(C)c(S(=O)(=O)N3CCN(c4ccccc4OC)CC3)c2c1=O,1.7,0.6,-17.1,-4.5,6.8,9.8,-19.1,-6.8,0.1,6.7,13.9
O=C(CCNS(=O)(=O)c1ccc(Br)s1)N1CCCCC1,2.3,-17.8,5.4,-1.2,5.1,4.3,-8.3,-20.9,3.4,0.0,17.7
COc1cccc(OCC(O)CN2CCN(c3ncccn3)CC2)c1 (stereo unspecified),-4.5,-4.2,-3.6,9.9,-5.2,-0.6,7.8,7.0,0.0,0.3,-5.5
CC(c1ccccc1)C1C(C#N)=C(N)SC(N)=C1C#N (stereo unspecified),4.5,-9.4,-10.2,-12.3,6.8,0.3,-5.5,-9.2,-1.5,-3.1,-0.9
COc1ccc(Cl)cc1NC(=O)CN(C)CC(=O)NC(C)c1ccccc1 (stereo unspecified),6.6,6.2,0.4,10.0,24.6,13.6,9.8,-20.0,-6.1,3.1,-8.8
O=C(NCc1ccccc1Br)c1cccs1,16.9,6.8,6.4,-6.1,-15.6,-2.8,-0.3,-1.8,·,-0.3,-33.8
O=C(Nc1ccc(N2C(=O)CCC2=O)cc1Cl)c1cccs1,12.7,-1.3,15.4,6.7,-5.1,-10.2,4.6,-23.2,2.9,0.1,-7.1
CCN1C(=O)S/C(=C\c2ccc(N3CCOCC3)cc2C)C1=O,-4.5,30.2,-62.3,-107.0,-89.1,37.3,-124.2,-7.2,-48.3,-6.2,-65.6
O=c1[nH]c(/C=C/c2ccccc2Cl)c([N+](=O)[O-])c(=O)[nH]1,-5.9,13.9,-14.1,-23.7,12.0,-2.9,-10.7,0.1,-0.1,1.8,18.2

Later entries
SMILES,CF NFkB inh,C8 TRAIL sens,COUP-TFII inh,SRC3 inh,NR5A2 inv ag,TWEAK Fn14 block,NCOA1 inh,TROY NFkB inh,EBV LMP1 NFkB,KKLEB cytotox,NCOA2 inhibitor
O=C(c1cccs1)N1CCN(c2nc3c(F)cc(F)cc3s2)CC1,12.9,9.7,-1.9,-26.1,-44.8,-8.5,-52.1,-20.7,9.6,-12.9,-12.1
CC1=C(C(=O)N2CCOCC2)CC(CC(=O)NCCc2ccccn2)C(=O)N1CCCN1CCCC1=O (stereo unspecified),·,-1.7,-14.4,·,-10.0,-23.3,·,12.1,·,·,-15.4
Cc1ccoc1C(=O)N1CCCC(CO)(Cc2ccc(F)cc2)C1 (stereo unspecified),-10.9,-2.5,6.2,-5.2,9.1,1.3,-0.4,2.6,-2.3,9.5,-19.9
COc1cccc(C(=O)C(C#N)=C(SC)SC)c1,65.6*,45.1,18.8,18.2,2.1,-80.5,-3.1,-7.2,16.4,-58.3*,-15.9
CCN(CC)S(=O)(=O)c1ccc(NC(=O)COc2c(OC)cccc2OC)cc1,-12.6,14.9,18.1,6.9,3.3,28.0,-23.7,22.3,7.3,5.3,2.0
